Mot1-301 SUMO: inhibitors of SUMOylation pathway: yeast Mot1-301 growth rescue | S. cerevisiae Mot1-301 growth rescue, ATP luminescence, 38.5C; percent above DMSO median, 100 means doubled | growth rescue, % at 18.8 µM | 1% of 320,000 active;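 active means every valid replicate shows activation above 250% relative to neutral control wells; inactive means the rest, any valid replicate at or below 250%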;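 further: OY570 slx delta 5 strain wells were the positive control but not used for scaling; some compounds called inactive have numbers as strong as hits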
NSD2 HMT inh: NSD2 (human) methyltransferase inhibition; O96028; NSD2 peptide methylation, AlphaScreen, 120 min; inhibition, % at 12.5 µM; 0.54% of 310,000 active; AID 743445; in the data active means inhibition above about 50%
PvdQ inh: P. aeruginosa PvdQ acylase inhibition. purified PvdQ acylase, fluorescence plate reader. inhibition, % at 10 µM. 0.063% of 340,000 active. AID 488965; in the data active means inhibition above about 30%, passing the limit was not always enough;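 further: 0% = vehicle neutral wells and 100% = reference inhibitor wells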
PfHsp90 yeast 2: growth inhibition of yeast expressing Plasmodium Hsp90; inhibition, % at 9.4 µM; S. cerevisiae expressing PfHsp90, BacTiter-Glo ATP, 48 h; yeast lacking PDR1 and PDR3 efflux regulators; 0.32% of 310,000 active;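 active means every replicate shows inhibition above about 80%, whatever the replicate mean, limit read from the data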;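 further: 0% = DMSO neutral controls and 100% = 20 µM radicicol positive controls; yeast relying on Plasmodium falciparum Hsp90 in place of its own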
Cardiac RTF inh: cardiac RTF calcium desensitization. IANBD-labeled cardiac RTF, Ca2+ fluorescence. P19429+P45379. AID 493244. 0.12% of 340,000 active. inhibition, % at 7.15 µM;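 active means inhibition above the mean inhibition of all tested compounds plus 3 SD, cut at about 17% in these data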;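 further: assay run at fixed EC70 calcium of 1.6 mM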
dFosB activator: enhances mouse delta FosB homodimer DNA binding; P13346; purified delta FosB, TAMRA-CDK5 oligo fluorescence polarization; percent of positive-control signal above neutral wells; activation, % at 25 µM; 0.99% of 340,000 active; AID 493131;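 active means mean activation above about 17%, with every replicate also reaching it, limit read from the data, passing the limit was not always enough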;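 further: fluorescence polarization rise as delta FosB binds a TAMRA Cdk5 AP-1 oligo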
Target sequence (P13346 whole entry, looked up): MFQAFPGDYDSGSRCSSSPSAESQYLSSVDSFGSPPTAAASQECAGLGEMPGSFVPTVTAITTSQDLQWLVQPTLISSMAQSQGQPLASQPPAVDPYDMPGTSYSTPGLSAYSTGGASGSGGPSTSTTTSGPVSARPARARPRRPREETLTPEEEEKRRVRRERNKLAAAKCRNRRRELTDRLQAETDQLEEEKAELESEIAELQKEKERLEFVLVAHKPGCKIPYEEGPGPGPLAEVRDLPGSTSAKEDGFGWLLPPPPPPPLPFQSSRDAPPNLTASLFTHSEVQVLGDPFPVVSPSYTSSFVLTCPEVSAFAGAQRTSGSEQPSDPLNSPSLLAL
CDK5 inh: CDK5/p35 (human) kinase inhibition; Q00535+Q15078; Recombinant CDK5/p35, ADP-Glo luminescence, 60 min; inhibition, % at 10 µM; 0.01% of 330,000 active;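 active means highest replicate inhibition of at least 50% and at least 75% of replicates reaching 50%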;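 further: plate controls were DMSO neutral control for no effect and GW8510 at 10 µM for full effect; many of its hits are not listed in these tables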
Target sequence (Q00535 whole entry, looked up): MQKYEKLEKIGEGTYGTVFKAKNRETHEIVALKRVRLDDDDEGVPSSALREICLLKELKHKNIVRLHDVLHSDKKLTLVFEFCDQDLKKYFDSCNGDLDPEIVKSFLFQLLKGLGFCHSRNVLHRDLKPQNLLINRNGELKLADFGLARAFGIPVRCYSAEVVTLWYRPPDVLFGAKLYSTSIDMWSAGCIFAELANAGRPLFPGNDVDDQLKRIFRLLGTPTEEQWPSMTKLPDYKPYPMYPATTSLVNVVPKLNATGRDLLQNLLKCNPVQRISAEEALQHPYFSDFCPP
Target sequence (Q15078 whole entry, looked up): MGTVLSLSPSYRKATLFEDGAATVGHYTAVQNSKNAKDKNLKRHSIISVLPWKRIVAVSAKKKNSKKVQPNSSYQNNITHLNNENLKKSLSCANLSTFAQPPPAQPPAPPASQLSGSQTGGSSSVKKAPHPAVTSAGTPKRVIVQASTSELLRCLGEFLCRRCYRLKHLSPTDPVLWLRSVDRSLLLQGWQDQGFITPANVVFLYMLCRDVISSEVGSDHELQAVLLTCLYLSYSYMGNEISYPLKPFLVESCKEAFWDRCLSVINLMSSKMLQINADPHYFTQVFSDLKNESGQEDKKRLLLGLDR
Rtt109 HAT inh: inhibitors of Candida albicans Rtt109/Vps75 histone acetyltransferase; Q5AAJ8; purified Rtt109/Vps75, ThioGlo CoA-SH fluorescence, 4 h; inhibition, % at 34.9 µM; 0.16% of 330,000 active;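 active means inhibition of at least 50% in every replicate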
Keap1 Nrf2 FP: inhibitors of human Keap1-Nrf2 protein-protein interaction | inhibition, % at 9.4 µM | Keap1 Kelch-Nrf2 peptide fluorescence polarization, 1536-well | Q14145 | 0.15% of 340,000 active | AID 504523; in the data active means inhibition above about 12%;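 further: human Keap1 Kelch domain with fluorescein labeled Nrf2 9mer peptide probe; 0% = neutral control wells and 100% = peptide positive control; higher means more block of Keap1 binding to Nrf2 peptide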
cardiac RTF act: increases calcium sensitivity of human cardiac regulated thin filaments | P19429+P45379 | IANBD-labeled TnC RTF fluorescence at EC20 calcium; 0% EC20 calcium, 100% full calcium | activation, % at 7.2 µM | 0.24% of 340,000 active | AID 493008;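 active means activation above the mean over all tested compounds plus 3 SD, cut at about 30% in these data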;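 further: rise in fluorescence read as greater calcium sensitivity of cardiac thin filaments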
C-LANA FP: blocks KSHV LANA C-terminal domain binding to DNA | MBP-C-LANA/FAM-LBS DNA binding, fluorescence polarization | inhibition, % at 9 µM | 0.078% of 340,000 active | AID 504423;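 active means highest replicate inhibition at or above 60% at 9 µM, even if other replicates fall short; inactive means all replicates below 60% inhibition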;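 further: 0% = neutral control wells and 100% = 4 µM acridine orange control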
Active calls of the source: *; . = no result given.

no.	compound	Mot1-301 SUMO	NSD2 HMT inh	PvdQ inh	PfHsp90 yeast 2	Cardiac RTF inh	dFosB activator
1	CC1(C)CN=C(N(C(=O)Nc2ccccc2)c2ccccc2F)S1	-10	-3	-2	-8	.	-7
2	O=C(CSc1nnnn1C1CCCCC1)N1CCOCC1	410	0	-14	22	2	-1
3	O=C(CCS(=O)CCC(=O)NCc1ccccc1)NCc1ccccc1	6	0	11	9	0	8
4	CCc1ccc(NC(=O)C2CCN(C(=O)[C@@H]3Cc4ccccc4CN3)CC2)cc1	-1	-1	-15	21	-9	-10
5	CC(=O)N(C)c1ccc(N=Nc2c(C)[nH]n(-c3ccccc3)c2=O)cc1	21	17	-14	-6	-4	-5
6	COc1cc(C(=O)OC(C)C(=O)N2CCCC2)cc2c1OCCO2 (centres undefined)	-10	1	7	-5	0	-2
7	COc1ccc(S(=O)(=O)NCC(c2ccco2)N2CCc3ccccc32)cc1 (centres undefined)	-9	0	-4	.	-3	-5
8	CC(C)C1CC(CCN)(Cc2ccccc2)CCO1 (centres undefined)	-1	-6	7	-7	.	-7
9	N/C(Cc1cccs1)=N\OC(=O)COc1ccc(Br)cc1Cl	9	-10	1	13	-7	-1
10	O=c1oc2ccccc2n1Cc1ccccc1Cl	-12	.	16	-57	-9	0

no.	CDK5 inh	Rtt109 HAT inh	Keap1 Nrf2 FP	cardiac RTF act	C-LANA FP
1	0.7	9	-5	.	0.5
2	0.7	7	-3	6	-0.1
3	2.2	-2	-8	-12	0.9
4	-7.0	6	-9	0	-0.8
5	0.4	-9	0	-3	-0.6
6	3.8	12	0	3	-0.4
7	0.5	-9	-2	-8	1.3
8	-1.3	-7	-6	.	0.7
9	0.8	-14	-2	-2	-0.7
10	-0.1	4	-3	2	1.0

Pulled one by one from the list above:
no.	compound	Mot1-301 SUMO	NSD2 HMT inh	PvdQ inh	PfHsp90 yeast 2	Cardiac RTF inh	dFosB activator
3	O=C(CCS(=O)CCC(=O)NCc1ccccc1)NCc1ccccc1	6	0	11	9	0	8
8	CC(C)C1CC(CCN)(Cc2ccccc2)CCO1 (centres undefined)	-1	-6	7	-7	.	-7
9	N/C(Cc1cccs1)=N\OC(=O)COc1ccc(Br)cc1Cl	9	-10	1	13	-7	-1
4	CCc1ccc(NC(=O)C2CCN(C(=O)[C@@H]3Cc4ccccc4CN3)CC2)cc1	-1	-1	-15	21	-9	-10

no.	CDK5 inh	Rtt109 HAT inh	Keap1 Nrf2 FP	cardiac RTF act	C-LANA FP
3	2.2	-2	-8	-12	0.9
8	-1.3	-7	-6	.	0.7
9	0.8	-14	-2	-2	-0.7
4	-7.0	6	-9	0	-0.8

Following part.
no.	compound	Mot1-301 SUMO	NSD2 HMT inh	PvdQ inh	PfHsp90 yeast 2	Cardiac RTF inh	dFosB activator
11	Cc1ccc(Nc2nc(NCCO)nc3c2cnn3C)cc1Cl	-13	-2	0	34	-5	1
12	C=CCn1c(SCC(=O)/C(C#N)=C(\C)N)nc2sc(C)c(C)c2c1=O	1	-1	8	-13	0	-1
13	Cc1occc1-c1n[nH]c(=S)n1CC(C)C	-14	2	-12	.	-2	-4
14	COc1ccc(CC(=O)O/N=C(\N)c2ccc(Br)cc2)cc1OC	19	0	-11	8	-2	-2
15	COc1ccc(NC(=O)CCC(=O)Nc2nnc(C(F)(F)F)s2)c(OC)c1	820*	3	-4	0	-6	-1
16	CCCC(=O)Nc1nnc(SCC(=O)N2C(C)CCCC2C)s1 (centres undefined)	35	-4	-10	-38	0	-11
17	NC(=O)C1=C[C@H](c2ccc(C(F)(F)F)cc2)C[C@H](OCc2ccc(CO)cc2)O1	13	.	-6	-7	-6	-4
18	Cc1ccc(-c2nc3sc4c(c3c(=O)n2N)CCCC4)cc1	15	-2	17	-1	-2	-5
19	Cn1c(SCC(=O)c2ccc(O)cc2O)nnc1-c1ccccc1	12	-3	6	11	6	0
20	Cc1c(CC(=O)O)c(=O)oc2cc3oc4c(c3cc12)CCCC4	-1	-2	-2	-36	-7	-1

no.	CDK5 inh	Rtt109 HAT inh	Keap1 Nrf2 FP	cardiac RTF act	C-LANA FP
11	0.2	-11	-5	-2	-2.6
12	-0.9	36	2	3	-0.5
13	-0.4	-9	-5	1	-1.1
14	-0.2	0	-3	5	1.0
15	2.7	-1	-5	-1	3.6
16	-2.6	-11	-4	-4	-1.2
17	-1.0	3	-8	6	2.9
18	-0.4	9	0	1	-1.2
19	0.8	-8	-2	-5	-1.0
20	-0.3	3	6	0	-0.7

Following part
no.	compound	Mot1-301 SUMO	NSD2 HMT inh	PvdQ inh	PfHsp90 yeast 2	Cardiac RTF inh	dFosB activator
21	N#Cc1nc(Cc2cccc3ccccc23)oc1NCCN1CCOCC1	2	-1	-15	11	-5	-2
22	C=CCn1c(SCc2cccc(F)c2)nc2cc(C(=O)N3CCC(C(N)=O)CC3)ccc2c1=O	12	1	3	4	-9	-12
23	O=C1/C(=C\c2cccnc2)SC(=S)N1C1CCS(=O)(=O)C1 (centres undefined)	10	-1	-9	-2	-7	-1
24	CC(C)(C)OC(=O)NNC(=S)NC1CCCCC1	-8	0	7	0	4	-5
25	CCOc1ccc(S(=O)(=O)N2CCCCC2)cc1NC(=O)CN1C(=O)NC(CC)(c2ccccc2)C1=O (centres undefined)	17	-1	-12	-4	-4	2
26	CN(C)Cc1cc(C(C)(C)C)cc(C(C)(C)C)c1O	6	-2	-11	18	0	4
27	O=C(NNc1ncnc2sccc12)c1ccc(Cl)cc1	3	0	-15	-2	.	0
28	CCN(CC)CCOC(=O)C1(C2CCCCC2)CCCCC1	195	.	-8	0	-4	-8
29	COc1ccc(CN2CCNC(=O)C2CC(=O)N(C)CC2CCOCC2)cc1C (centres undefined)	.	-2	-13	-7	-13	-7
30	O=C(O)c1ccccc1C(=O)Nc1cc(-c2ccccc2)[nH]n1	8	1	-13	6	-11	-1

no.	CDK5 inh	Rtt109 HAT inh	Keap1 Nrf2 FP	cardiac RTF act	C-LANA FP
21	-16	-4	-7	-6	0.1
22	-0.3	44	-4	-4	0.2
23	0.0	18	-2	3	2.9
24	-2.0	7	-3	2	0.5
25	-0.8	7	1	2	-1.6
26	-0.3	-3	-4	-2	1.9
27	1.0	0	27*	.	16
28	1.9	6	-3	7	1.3
29	0.4	-9	1	-3	-0.1
30	0.4	-7	1	4	0.5

Continued:
no.	compound	Mot1-301 SUMO	NSD2 HMT inh	PvdQ inh	PfHsp90 yeast 2	Cardiac RTF inh	dFosB activator
31	CCN(CCC(=O)Nc1cc(OC)cc(OC)c1)Cc1ccccc1	-3	-3	-5	16	-30	-8
32	Cn1c(COc2ccc3ccccc3c2)nnc1SCC(=O)O	-4	-3	-2	-3	-4	-1
33	O=C(CCOc1cccc(Br)c1)Nc1ccc(F)c(S(=O)(=O)N2CCOCC2)c1	.	-3	-5	.	-1	-7
34	OC(COc1cccc2ccccc12)CN1CCOCC1 (centres undefined)	.	-1	-2	.	0	3
35	CCn1cc([N+](=O)[O-])c(C(=O)Nc2ccc(Cn3nc(C)cc3C)cc2)n1	-21	-2	-12	7	-3	-7
36	CN(C)C(=O)COc1ccc2c3c(c(=O)oc2c1)CCCC3	143	-1	-8	17	1	-3
37	CC(C)(C)OC(=O)N1CCN(C(=O)c2nc[nH]c2C(=O)N2CCN(C(=O)OC(C)(C)C)CC2)CC1	17	.	-6	.	-12	-1
38	CN(C(=O)COc1ccccc1C(=O)NCCc1ccccc1)c1ccccc1	-11	-3	1	-1	-10	-17
39	COc1ccc(/C(N)=N/OC(=O)CCCc2ccccc2)cc1	14	-1	13	7	14	-6
40	COc1ccc(CNS(=O)(=O)c2cn(C)c(=O)n(C)c2=O)cc1	-7	-2	6	5	-7	10

no.	CDK5 inh	Rtt109 HAT inh	Keap1 Nrf2 FP	cardiac RTF act	C-LANA FP
31	-0.7	-11	4	-3	1.9
32	-0.7	1	-2	3	2.8
33	0.4	1	3	-6	0.0
34	-0.3	12	0	0	-1.1
35	-0.3	-2	-3	1	0.0
36	-0.3	-1	1	-2	1.2
37	-1.8	-8	-1	5	0.5
38	-2.6	-1	2	-2	-1.0
39	-0.7	13	0	11	1.3
40	-1.1	4	-1	-3	2.5

Further compounds:
no.	compound	Mot1-301 SUMO	NSD2 HMT inh	PvdQ inh	PfHsp90 yeast 2	Cardiac RTF inh	dFosB activator
41	O=C1NCCOC(=O)[C@H](Cc2ccc(F)cc2)C/C=C\C[C@@H]1CC(=O)N(CCO)Cc1ccccc1	-1	.	-7	-5	-6	-2
42	Cc1ccc(NC(=O)c2ccc(=O)[nH]n2)cc1S(=O)(=O)Nc1ccc(SC(F)F)cc1	2	0	-4	-57	-16	-9
43	O=C(Nc1ccc(Cl)c(Cl)c1)C1CC(=O)N(c2ccc(Br)cc2)C1 (centres undefined)	105	2	-6	-36	-1	-5
44	C=CCN(C(=O)CC(NC(C)=O)c1ccccc1)c1nc(-c2ccc(S(C)(=O)=O)cc2)cs1 (centres undefined)	111	-6	-11	-1	-16	-14
45	O=C(c1ccc(Cl)s1)N1CCCC1	-18	-1	-25	-19	-6	-9
46	O=c1c(Cl)c(NS(=O)(=O)c2ccccc2)cnn1-c1ccccc1	-11	.	-3	-3	9	-7
47	O=C1C2C(c3ccccc3)=NN(c3ccccc3)C2C(=O)N1c1ccccc1 (centres undefined)	17	-1	-17	2	-12	-6
48	CCOC(=O)C1=C(C)c2ccccc2OC1(CC)C(=O)OCC (centres undefined)	.	.	-15	-12	-7	-17

no.	CDK5 inh	Rtt109 HAT inh	Keap1 Nrf2 FP	cardiac RTF act	C-LANA FP
41	0.5	-7	-4	6	-0.1
42	0.0	-11	0	1	2.7
43	-1.8	0	1	-4	0.9
44	1.4	-1	2	-4	-1.8
45	-6.5	7	-3	-1	0.7
46	0.2	-13	1	1	1.7
47	0.9	0	-4	3	-0.7
48	-0.2	-20	-1	3	-1.7

Assay outcomes from PubChem.
